E-selectin induc: induces E-selectin expression in human endothelial cells; P16581; 0.37% of 260,000 active; HUVEC E-selectin immunofluorescence imaging; normalized: neutral wells 0, TNF-alpha wells 100; activation, % at 7.58 µM;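 active = mean E-selectin-positive cell signal at least 10% of the positive control, reached in at least 60% of replicates, without over 20% cell loss; inconclusive = no rule given, readout overlaps actives, possibly toxicity-flagged; inactive = the rest, including those meeting only one limit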;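 also: in these data hits start at about 27%; measured in HUVEC primary endothelial cells; signal is the percent of cells scored E-selectin positive by PE staining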
Target sequence (P16581 whole entry, looked up): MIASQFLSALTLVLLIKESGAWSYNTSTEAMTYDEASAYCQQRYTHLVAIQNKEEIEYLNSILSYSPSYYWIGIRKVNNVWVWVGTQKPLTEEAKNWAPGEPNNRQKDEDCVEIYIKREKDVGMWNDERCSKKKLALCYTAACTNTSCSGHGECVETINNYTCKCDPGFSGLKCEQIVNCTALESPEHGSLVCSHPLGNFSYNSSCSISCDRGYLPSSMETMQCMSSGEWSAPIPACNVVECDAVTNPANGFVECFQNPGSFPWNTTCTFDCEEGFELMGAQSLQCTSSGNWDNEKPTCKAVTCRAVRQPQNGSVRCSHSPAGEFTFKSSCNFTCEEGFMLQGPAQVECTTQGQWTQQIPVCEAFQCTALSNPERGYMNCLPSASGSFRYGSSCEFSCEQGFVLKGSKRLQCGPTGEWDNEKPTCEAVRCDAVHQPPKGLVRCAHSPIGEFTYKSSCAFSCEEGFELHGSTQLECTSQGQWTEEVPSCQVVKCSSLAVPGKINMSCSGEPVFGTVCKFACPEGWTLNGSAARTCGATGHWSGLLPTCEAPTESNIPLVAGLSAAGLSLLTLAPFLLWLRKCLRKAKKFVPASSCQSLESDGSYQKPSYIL
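System: HUVEC / Compound: single concentration / Signal: immunofluorescence imaging / Read-out: percent E-selectin-positive cells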
S100A4 inh HTS: S100A4-myosin IIA interaction inhibition. 0.14% of 360,000 active. inhibition, % at 10.7 µM. S100A4/TAMRA-MyoIIA peptide fluorescence polarization. AID 652163;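 active = mean inhibition of at least 70% across replicates, with every replicate also reaching that level; inconclusive = mean inhibition reaches 70% but some replicates fall short; inactive = mean inhibition below 70%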
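Material: S100A4 monomer protein | Medium: HEPES pH 7.2 with CaCl2, KCl, NaCl, DTT, Triton | Reagent: Labelled myosin peptide probe, 5 nM | Doses: One dose per compound | Times: 5 min incubation before reading | Benchmarks: Neutral control DMSO, positive control TFP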
C2C12 statin: suppression of simvastatin myotoxicity; AID 602340; 0.78% of 330,000 active; rescue of ATP level, % at 7.49 µM; C2C12 myotubes + simvastatin, ATP luminescence, 48 h; scaled: DMSO 0, geranylgeraniol control 100;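 active = mean ATP rescue above about 67%, or every replicate alone reaching that limit, limit read from the data, passing the limit was not always enough; inconclusive = no clear call, values can overlap the other calls; inactive = mean under the limit and some replicate under it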;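 also: myotubes were challenged with 10 µM simvastatin during compound exposure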
SIRT5 block: inhibitors of human sirtuin-5 desuccinylase. Q9NXA8. Purified SirT5, succinyl-peptide AMC, trypsin-coupled fluorescence. inhibition, % at 15 µM. 1.1% of 330,000 active. AID 652115; in the data active = inhibition above about 15%; inconclusive = no clear call, values can overlap the other calls
Target sequence (Q9NXA8 whole entry, looked up): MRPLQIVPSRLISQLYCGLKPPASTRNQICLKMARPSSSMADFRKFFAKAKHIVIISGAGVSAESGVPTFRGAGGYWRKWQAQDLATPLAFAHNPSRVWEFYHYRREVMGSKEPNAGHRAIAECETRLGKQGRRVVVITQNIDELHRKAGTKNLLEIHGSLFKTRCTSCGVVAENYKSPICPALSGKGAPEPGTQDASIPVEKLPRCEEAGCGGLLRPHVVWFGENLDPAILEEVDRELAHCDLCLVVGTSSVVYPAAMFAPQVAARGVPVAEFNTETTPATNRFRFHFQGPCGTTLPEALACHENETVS
DENV2 CPE rescue: protects cells from dengue virus 2 cytopathic effect; CPE inhibition, % at 9.99 µM; DENV2-infected cells, cytopathic effect rescue, plate reader; AID 651640; 1.7% of 350,000 active; in the data active = CPE inhibition above about 20%, passing the limit was not always enough; inconclusive = no clear call, values can overlap the other calls; tested in BHK-21 cells;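 also: 0% = median of neutral control wells and 100% = median of positive control wells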
PglD DTNB: inhibitors of Campylobacter jejuni PglD acetyltransferase. purified PglD enzyme, DTNB colorimetric CoA detection. inhibition, % at 12.5 µM. 0.098% of 360,000 active. AID 602405; in the data active = inhibition above about 16%, passing the limit was not always enough; inconclusive = no clear call, values can overlap the other calls; also: strong numbers were not always called active
ERp5 inh: inhibitors of human ERp5; ERp5 insulin aggregation, absorbance 650 nm, 90 min; inhibition, % at 9.99 µM; AID 651711; 0.05% of 350,000 active;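 active = mean replicate inhibition above about 25%, with every replicate also reaching it, limit read from the data, passing the limit was not always enough; inconclusive = only one of those two criteria met; inactive = neither criterion met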
Active calls of the source: *; u = inconclusive; x = no result given. These rows are one share of the data; count on the stated rates, not on these rows.

structure	E-selectin induc	SIRT5 block	S100A4 inh HTS	C2C12 statin	DENV2 CPE rescue	ERp5 inh	PglD DTNB
C[C@@H]1CN([C@H](C)CO)S(=O)(=O)c2ccc(C#Cc3ccccc3F)cc2O[C@@H]1CN(C)C(=O)Cc1ccncc1	0.7	7	-6	29	-2	-2	1
C[C@@H]1CCCCO[C@@H](CN(C)C(=O)C2CCCCC2)[C@H](C)CN([C@H](C)CO)C(=O)c2cc(NS(=O)(=O)c3ccc(F)cc3)ccc2O1	0.0	0	7	x	-13	-1	-1
O=C(Nc1cccnc1)c1ccc(Cl)c(Cl)c1	x	-1	-16	19	-1	4	-1
COc1cccc(NC(=O)CN(C)C(C)C(=O)N2CCCCC2)c1 (stereo not given)	4.9	-2	3	15	9	1	-5
COc1ccc(CCN2CC(=O)NC(=O)C2)cc1OC	0.0	-6	-1	x	-6	5	-3
C/C(CC(=O)Nc1ccc2c(c1)OCCO2)=N\NC(=O)c1cccc(O)c1	x	-1	-2	11	-3	6	7
COc1cc(F)c(C2=CC(=O)C[C@H](c3ccc(Cl)cc3)C2)cc1F	0.1	-2	-8	-9	-8	-2	-4
COc1ccc(-c2cn(CCO)nc2-c2ccc(OC)cc2)cc1	0.1	1	-1	13	u	1	-4
CC(C)NC(=O)Nc1ccc2c(c1)C(=O)N([C@H](C)CO)C[C@H](C)[C@@H](CN(C)S(=O)(=O)c1cn(C)cn1)OCCCC[C@@H](C)O2	x	-5	10	x	-6	-1	0
C[C@@H]1CN([C@@H](C)CO)C(=O)c2cc(NC(=O)Nc3ccc(C(F)(F)F)cc3)ccc2O[C@@H]1CN(C)Cc1ccncc1	x	3	-5	-19	31*	0	5
Cc1ccc2c(=O)cc(C(=O)NC3CCS(=O)(=O)C3)oc2c1C (stereo not given)	x	-1	-1	18	16	3	-1
CN(C(=O)COC(=O)CN1C(=O)c2cccc([N+](=O)[O-])c2C1=O)c1ccccc1	x	1	0	-20	-3	-9	-3
c1ccc(C2=NCCCN2)cc1	x	-4	4	-11	-4	0	1
Cc1ccccc1NC(=O)Cc1nc(COC(=O)CCc2ccccc2)cs1	-0.8	0	-6	-9	-4	x	1
Cc1ccc(C(=O)N2CCCC(CCC(=O)N3CCN(c4ccccn4)CC3)C2)cc1 (stereo not given)	x	2	-16	1	-9	0	7
O=C(C[C@@H]1CC[C@H]2[C@@H](COC[C@@H](O)CN2C(=O)Nc2cccc(Cl)c2)O1)N1CCCCC1	0.1	-1	1	-12	5	-1	0
COc1ccc(/C=C2/SC(=S)N(CCC(=O)Nc3cccnc3)C2=O)cc1OC	-0.4	0	-10	x	5	5	x
Cc1cc(C(=O)Nc2cccc3c2O[C@@H](CN(C)C)[C@@H](C)CN([C@H](C)CO)C3=O)n(C)n1	0.7	-4	2	-31	2	1	0
Cc1ccc(-c2ccc(CN3C(C)C(=O)N(Cc4cn(CCC5OCCCO5)nn4)CCS3(=O)=O)cc2)cc1 (stereo not given)	0.0	0	-5	-2	87*	-5	0
COc1ccc(-c2nc3c4ccccc4ccn3c2C=O)cc1	0.4	-1	0	x	-10	0	x
Cc1ccc(-n2ncc3c2CC(C)(C)CC3NC(=O)CCn2cncn2)cc1 (stereo not given)	x	-3	-5	-1	-4	1	-1
Cc1ccc(NC(=O)Nc2cccc(C(F)(F)F)c2)nc1	0.0	0	4	x	-5	0	x
CC(=O)N1CCOc2ccc(S(=O)(=O)NC(C)c3ccccc3)cc21 (stereo not given)	x	-3	-10	2	-6	4	-2
COc1cccc(CN(C)C(=O)c2cc(S(=O)(=O)NC3CCCCC3)ccc2C)c1OC	0.0	-3	-2	2	u	-6	4
C1CN(CC2COC(CN3CCOCC3)CO2)CCO1 (stereo not given)	0.4	-3	-6	-8	-2	-1	-3

structure	E-selectin induc	SIRT5 block	S100A4 inh HTS	C2C12 statin	DENV2 CPE rescue	ERp5 inh	PglD DTNB
O=C(NCc1n[nH]c(=S)n1-c1cccc(Cl)c1)c1cccs1	x	-5	-7	7	1	-2	0
CCCNC(=O)C[C@H]1CC[C@H]2[C@@H](COC[C@H](O)CN2C(=O)Nc2c(C)noc2C)O1	0.0	2	4	5	41*	0	-1
O=C(N/N=C/c1ccc(N2CCCC2)c([N+](=O)[O-])c1)c1cccnc1	x	1	2	x	9	0	x
Cc1ccc(S(=O)(=O)N2CC[C@@H]3[C@@H](CO)N(C)c4ccc(-c5ccc(C#N)cc5)cc4[C@@H]32)cc1	3.6	-13	-6	-1	-19	6	-1
CCc1ccccc1NC(=O)COc1ccc(N2CC(C(N)=O)CC2=O)cc1 (stereo not given)	1.6	-4	-8	4	0	2	-2
C[C@@H]1CN([C@H](C)CO)C(=O)c2cc(NC(=O)Nc3ccc4c(c3)OCO4)ccc2O[C@@H](C)CCCCO[C@H]1CN(C)S(=O)(=O)c1cn(C)cn1	0.7	0	-4	x	3	0	-2
Cc1ccc(S(=O)(=O)Nc2ccc3c(c2)C(=O)N([C@@H](C)CO)C[C@H](C)[C@@H](CN(C)S(=O)(=O)c2ccc(Cl)cc2)O3)cc1	0.1	-1	-2	x	-4	4	x
C/C(=N\NC(=O)c1cc(C)nc2ccccc12)c1ccco1	0.4	-1	-5	-4	7	9	x
CC(=O)N1N=C(N)SC12CCCC2	x	20*	7	3	1	0	8
CC(C)N(C(=O)COC(=O)c1ccc(Cl)c(S(N)(=O)=O)c1)C(C)C	0.7	1	-74	x	0	1	x
CC1c2[nH]c3ccccc3c2C[C@H]2C(=O)N(CCO)CC(=O)N12 (stereo not given in full)	0.0	-3	12	4	0	2	-3
CN(Cc1ccccc1)c1ncnc(N)c1[N+](=O)[O-]	x	2	2	x	6	-2	x
CCOC(=O)C1(Cc2cccc(F)c2)CCN(Cc2nc(CC)[nH]c2C)CC1	x	-3	-13	-13	8	-3	-5
O=C(Nc1ccc(Cl)cc1)N1CCC(c2nc(-c3ccc(F)cc3)no2)CC1	x	-2	-3	-29	5	3	2
CS(=O)(=O)N(Cc1ccccc1Cl)c1ccc(C(=O)NCc2cccnc2)cc1	x	-1	-1	x	4	0	4
CCOC(=O)[C@]12CCCC=C1N(CCc1ccc(OC)c(OC)c1)C(=O)[C@H](CC(=O)N1CCCC1)C2	2.9	-1	-6	x	7	6	x
CCNC(=O)[C@@H]1[C@@H](CO)[C@@H]2Cn3c(ccc(-c4ccc(F)cc4)c3=O)[C@@H]2N1CC1CC1	-0.6	0	2	2	-5	0	0
COc1cc(NC(=O)c2sc3ncn(CC(=O)N4CCCC(C)C4)c(=O)c3c2C)cc(OC)c1OC (stereo not given)	x	0	-3	-22	3	3	-5
CCCCNC(=O)C1C(c2ccc(C(F)(F)F)cc2)=Nc2ccccc2N1C(=O)c1ccc2nc(C)[nH]c2c1 (stereo not given)	0.3	x	-5	x	-9	2	x
O=C(NCCCO)c1cc([N+](=O)[O-])cc2c1C=Cc1ccccc1O2	-0.1	-3	-1	1	x	3	2
O=C(C[C@H]1CC[C@H]2[C@@H](COC[C@@H](O)CN2C(=O)Nc2ccc(C(F)(F)F)cc2)O1)NCC1CCCCC1	1.2	0	3	-50	-6	-1	3
CN(C)c1nc2c(N)ncnc2n1[C@H]1O[C@@H](CO)[C@H](O)[C@@H]1O	0.2	-2	-2	6	0	0	-10
CCSC1=C(C#N)C2(CCCCC2)C2=C(CC(C)(C)CC2=O)N1	0.1	0	13	x	-6	u	x
O=C(N/N=C/c1ccco1)c1ccccc1OCc1ccccc1Cl	x	-2	0	x	-4	2	10
O=C(CCN1CCN(c2ccccc2)CC1)N/N=C/c1ccccc1O	x	-4	7	x	2	-3	x

Nine of these compounds, reformatted.
Values run as follows: E-selectin induc	SIRT5 block	S100A4 inh HTS	C2C12 statin	DENV2 CPE rescue	ERp5 inh	PglD DTNB
CN(Cc1ccccc1)c1ncnc(N)c1[N+](=O)[O-]
→ x	2	2	x	6	-2	x
CCOC(=O)C1(Cc2cccc(F)c2)CCN(Cc2nc(CC)[nH]c2C)CC1
→ x	-3	-13	-13	8	-3	-5
O=C(Nc1ccc(Cl)cc1)N1CCC(c2nc(-c3ccc(F)cc3)no2)CC1
→ x	-2	-3	-29	5	3	2
CS(=O)(=O)N(Cc1ccccc1Cl)c1ccc(C(=O)NCc2cccnc2)cc1
→ x	-1	-1	x	4	0	4
CCOC(=O)[C@]12CCCC=C1N(CCc1ccc(OC)c(OC)c1)C(=O)[C@H](CC(=O)N1CCCC1)C2
→ 2.9	-1	-6	x	7	6	x
CCNC(=O)[C@@H]1[C@@H](CO)[C@@H]2Cn3c(ccc(-c4ccc(F)cc4)c3=O)[C@@H]2N1CC1CC1
→ -0.6	0	2	2	-5	0	0
COc1cc(NC(=O)c2sc3ncn(CC(=O)N4CCCC(C)C4)c(=O)c3c2C)cc(OC)c1OC (stereo not given)
→ x	0	-3	-22	3	3	-5
CCCCNC(=O)C1C(c2ccc(C(F)(F)F)cc2)=Nc2ccccc2N1C(=O)c1ccc2nc(C)[nH]c2c1 (stereo not given)
→ 0.3	x	-5	x	-9	2	x
O=C(NCCCO)c1cc([N+](=O)[O-])cc2c1C=Cc1ccccc1O2
→ -0.1	-3	-1	1	x	3	2

Carrying on:
structure	E-selectin induc	SIRT5 block	S100A4 inh HTS	C2C12 statin	DENV2 CPE rescue	ERp5 inh	PglD DTNB
COCC(=O)Nc1ccc2c(c1)[C@@H]1C[C@H](CC(=O)N[C@H](C)c3ccccc3)O[C@H](CO)[C@@H]1O2	0.1	-2	-4	-5	5	1	4
Cc1ccc(C)c(Oc2cc(NN3CCCCC3)c([N+](=O)[O-])cc2[N+](=O)[O-])c1	0.4	x	-3	-11	x	7	1
C[C@H]1CN([C@@H](C)CO)C(=O)c2cccc(NS(=O)(=O)c3ccc(Cl)cc3)c2O[C@@H]1CN(C)Cc1ccc(C(F)(F)F)cc1	0.1	4	5	33	-6	-7	-3
O=C(O)c1ccccc1SCC(=O)N1CCc2ccccc21	0.1	-2	-1	-2	1	0	1
CN(C)C(CNC(=O)c1cccc(NS(=O)(=O)c2ccc(Br)cc2)c1)c1ccco1 (stereo not given)	-0.5	0	-2	1	-9	-2	-1
O=C(O)CC1(CC(=O)Nc2ccc3sccc3c2)CCCCC1	-0.1	1	-3	x	10	1	-2
O=C(O)c1cccc2c1C(=O)c1ccccc1C2=O	0.1	0	-5	15	-7	0	-1
O=C(C1CCCO1)N1CCN(C(=S)Nc2ccc(Cl)c(Cl)c2)CC1 (stereo not given)	x	-5	4	x	7	2	x

From PubChem BioAssay
